From PubChem
NALP3 yeast inh: blocks the NALP3 inflammasome reconstituted in yeast. Yeast reconstituted NLRP3/ASC/caspase-1, beta-gal luminescence, 24 h. AID 2825. inhibition, % at 10 µM. actives 0.39% (n = 330,000);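 active means inhibition of 50% or more; inactive means inhibition below 50%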;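 further: plate controls were induced DMSO wells for no effect and uninduced yeast grown without galactose for full effect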
SENP1 inh: blocks the human SENP1 SUMO protease catalytic domain; actives 0.21% (n = 360,000); inhibition, % at 10 µM; recombinant SENP1 catalytic domain, CyPet-SUMO1-YPet FRET cleavage; AID 624204;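 active means inhibition at least 30% at 10 µM, raw YFP signal under a set limit, fluorescence ratio 0.5 to 1.5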;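 further: 0% = enzyme with DMSO and 100% = no enzyme wells; some results filed as inactive read as strong as hits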
Target sequence (Q9P0U3 419-644 limits assumed): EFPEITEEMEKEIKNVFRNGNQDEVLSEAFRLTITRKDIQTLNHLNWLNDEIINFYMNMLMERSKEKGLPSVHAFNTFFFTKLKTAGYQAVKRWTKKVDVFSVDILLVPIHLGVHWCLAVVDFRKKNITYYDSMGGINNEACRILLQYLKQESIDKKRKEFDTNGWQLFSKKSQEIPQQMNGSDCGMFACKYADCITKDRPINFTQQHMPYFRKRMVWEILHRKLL
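Assay system: hSENP1 catalytic domain, recombinant. Amount: SENP1 enzyme, 20 pM final. Schedule: 50 min reaction, RT, dark. Technique: FRET, CFP and YFP emission. Control set: no-enzyme wells low, DMSO-plus-enzyme wells high control.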
hIAP inh: blocks human intestinal alkaline phosphatase | inhibition, % at 10 µM | actives 0.12% (n = 330,000) | P09923 | purified IAP, CDP-Star luminescence, 30 min;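 active means inhibition reaching a set limit with compound at 10 µM in the primary screen, cut at about 35% in these data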;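 further: plate controls were DMSO wells with enzyme for no effect and no-enzyme buffer wells for full effect; values of inactives mirror those of a sister screen read the other way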
Target sequence (P09923 whole entry, looked up): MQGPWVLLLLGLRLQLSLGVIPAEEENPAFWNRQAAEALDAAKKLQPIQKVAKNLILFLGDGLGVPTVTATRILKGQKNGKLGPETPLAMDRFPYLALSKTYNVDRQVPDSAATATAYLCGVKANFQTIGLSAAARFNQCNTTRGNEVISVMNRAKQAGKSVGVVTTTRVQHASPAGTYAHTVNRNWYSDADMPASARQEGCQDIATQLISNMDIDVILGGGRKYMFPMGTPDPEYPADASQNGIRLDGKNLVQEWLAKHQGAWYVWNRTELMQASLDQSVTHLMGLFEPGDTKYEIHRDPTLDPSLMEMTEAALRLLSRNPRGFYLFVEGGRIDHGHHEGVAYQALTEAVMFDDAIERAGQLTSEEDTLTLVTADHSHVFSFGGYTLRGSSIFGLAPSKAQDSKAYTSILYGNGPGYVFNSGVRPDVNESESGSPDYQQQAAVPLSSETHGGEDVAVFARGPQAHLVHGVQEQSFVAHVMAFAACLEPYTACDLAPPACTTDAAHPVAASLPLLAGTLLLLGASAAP
hIAP activ: human IAP activation; P09923; purified human IAP, CDP-Star luminescence, 30 min; active compounds read high; 1 = vehicle-only enzyme, 0 = enzyme-free background; activation factor at 10 µM; actives 0.16% (n = 330,000); AID 2524;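 active means activation factor of the enzyme at least 2-fold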; further: the source names both 10 and 20 µM as test concentration; values of inactives mirror those of a sister screen read the other way
mIAP activ: mouse IAP activation. activation factor at 10 µM. muIAP, CDP-Star luminescence, 30 min; active compounds read high; 1 = vehicle-only enzyme signal, 0 = enzyme-free wells. AID 2805. actives 0.24% (n = 330,000);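 active means activation factor of at least 2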; further: the source names both 10 and 20 µM as test concentration; values of inactives mirror those of a sister screen read the other way
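Assay system: mouse IAP enzyme / Compound: DMSO-dissolved test compounds / Timing: 30 min, room temperature / Measured by: luminescence from enzymatic CDP-Star hydrolysis / Control set: DMSO-only wells, enzyme-free buffer wells as negative control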
mIAP inh: blocks mouse intestinal alkaline phosphatase. AID 2806. inhibition, % at 10 µM. purified mouse IAP, CDP-Star luminescence, 30 min. actives 0.2% (n = 330,000);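 active means inhibition of at least 40% at 10 µM in the primary screen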;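 further: plate controls were DMSO with enzyme for no effect and no enzyme wells for full effect; values of inactives mirror those of a sister screen read the other way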
MIN6 prolif: MIN6 beta-cell proliferation induction; actives 0.29% (n = 330,000); MIN6 cells proliferation, ATPlite luminescence, 48 h; cells starved in 0.2% serum; 100% = growth in 10% serum; proliferation, % at 10 µM; AID 2380;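 active means compounds whose signal lies at least 3.5 SD above the mean of all wells on their plate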;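 further: 0% = DMSO-treated cells in low-serum medium and 100% = 10% serum control; some compounds called inactive have numbers as strong as hits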
A3G deaminase: inhibitors of human APOBEC3G DNA deaminase | Q9HC16 | recombinant A3G, ssDNA deamination FAM/TAMRA fluorescence | inhibition, % at 20 µM | actives 0.28% (n = 330,000);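 active means inhibition of at least 40% at 20 µM, with no more than 30% in the related APOBEC3A deaminase screen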;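 further: plate controls were DMSO wells with A3G for no effect and wells lacking A3G enzyme for full effect; some compounds called inactive have numbers as strong as hits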
A3A deaminase: blocks human APOBEC3A ssDNA deamination; P31941; actives 0.41% (n = 330,000); inhibition, % at 20 µM; recombinant A3A, FAM/TAMRA ssDNA deamination fluorescence;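 active means at least 40% inhibition at 20 µM here, with at most 30% in a related deaminase screen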;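 further: plate controls were A3A with DMSO for no effect and wells lacking A3A enzyme for full effect; some results filed as inactive read as strong as hits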
Target sequence (P31941 whole entry, looked up): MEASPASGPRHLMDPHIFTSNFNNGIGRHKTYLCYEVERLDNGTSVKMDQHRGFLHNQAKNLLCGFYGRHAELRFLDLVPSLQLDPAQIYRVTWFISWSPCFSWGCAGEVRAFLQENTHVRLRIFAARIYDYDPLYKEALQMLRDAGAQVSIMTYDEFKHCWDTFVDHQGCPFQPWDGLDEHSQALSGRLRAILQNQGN
* hit, by the source's call; · = not tested or not shown. Only part of the results is shown; rates above refer to the full screens.

entry	SMILES	hIAP inh	A3A deaminase	SENP1 inh	MIN6 prolif	A3G deaminase	mIAP activ	NALP3 yeast inh	hIAP activ	mIAP inh
1	COc1ccc(Br)cc1/C=N/NC(=O)c1ccc(COc2ccc3c(c2)CCC3)o1	13	-5	-9	-3	-8	0.96	24	0.87	4
2	CC(=O)N1CCc2c(sc(NC(=O)CS(=O)(=O)c3ccc(F)cc3)c2C#N)C1	12	-4	-2	-4	-6	0.93	2	0.88	7
3	O=S(=O)(/C=C/c1ccccc1)N1CCN(Cc2ccccc2)CC1	-11	-1	1	-1	-4	0.94	27	1.1	6
4	O=C(NCc1cccs1)c1cc(S(=O)(=O)N2CCOCC2)ccc1N1CCCC1	14	-2	2	2	-4	1	4	0.86	-3
5	CCn1cc(C(=O)NC(C)C2CC3CCC2C3)cn1 (configuration not stated)	7	0	3	0	-4	1.1	17	0.93	-7
6	COCCCn1c(SCC(=O)NC2CCS(=O)(=O)C2)nnc1-c1ccc(Cl)cc1 (configuration not stated)	4	0	3	-2	3	1.1	11	0.96	-10
7	COc1ccc(Br)cc1CN1CCN(C(=O)c2ccc(F)cc2)CC1	6	-4	3	-5	1	1.1	12	0.94	-8
8	CCOc1cc(NC(=S)NCCCN2CCOCC2)c(OCC)cc1NC(=O)c1ccccc1C	-22	-6	-4	-4	-5	1	21	1.2	-2
9	Cn1c(N)c(C(=O)Nc2ccccc2)c(=O)[nH]c1=O	2	-3	·	4	-14	0.97	4	0.98	3
10	CCOC(=O)CN1C(=O)N[C@@H](c2cccc(F)c2)C(C(C)=O)=C1C	7	1	1	0	1	0.97	19	0.93	3
11	Cc1cccc(N(C(=O)c2snc(C(N)=O)c2N)C(C(=O)NCC2CCCO2)c2cccs2)c1 (configuration not stated)	16	-3	-34	1	-10	0.93	7	0.84	7
12	O=[N+]([O-])c1ccc(N2CCN(c3ccccc3)CC2)nc1	1	-2	3	-1	-7	0.83	8	0.99	17
13	CCOC(=O)N1CCC(NC(=O)c2cc(C(=O)NCC(OC)OC)ccc2CO)CC1	3	-2	3	-2	0	0.97	6	0.97	3
14	Cc1ccsc1C1C(C#N)=C(N)Oc2n[nH]c(C)c21 (configuration not stated)	9	2	0	3	-12	1	4	0.91	-4
15	Cc1cc2nc(C3CCCN(C(=S)Nc4ccccc4C)C3)[nH]c2cc1C (configuration not stated)	16	-5	1	-2	-3	1.5	-1	0.84	-46
16	Nc1nonc1C(=O)N/N=C/c1ccc(-c2ccc(Cl)c(C(=O)O)c2)o1	7	17	-4	1	3	0.92	7	0.93	8
17	O=C(Cc1ccccc1)NCc1n[nH]c(=S)n1-c1ccc(Br)cc1	17	-6	0	-1	25	0.9	19	0.83	10
18	COc1ccc(CNC(=O)C[C@H]2C(=O)N(Cc3ccccc3)C[C@@H]2Cc2ccccc2)cc1	1	1	1	2	-13	1.2	21	0.99	-20
19	S=C1SCN(CC2CC2)CN1CC1CC1	5	-2	0	-2	-4	1	25	0.95	-2
20	O=C(c1cc(S(=O)(=O)N2CCOCC2)ccc1F)N1CCN(Cc2ccccc2)CC1	6	6	-3	-1	2	1.1	23	0.94	-8
21	Cc1ccc(NC(=O)c2ccc(OC(=O)c3ccco3)cc2)cc1	-19	-4	1	-3	-5	1.1	1	1.2	-8
22	COc1ccc(C2/C=C\CN(C(=O)Nc3ccccc3)CC(=O)N2Cc2ccc(F)cc2)cc1 (configuration not stated)	7	0	1	-2	-5	0.98	17	0.93	2
23	COc1ccc(S(=O)(=O)N2CCC(C(=O)NCC3CCCO3)CC2)cc1Cl (configuration not stated)	0	3	2	-3	-2	0.95	15	1	5
24	CC(=O)c1ccc(NC(=O)N[C@@H](Cc2ccccc2)C(=O)O)cc1	20	-1	0	-2	-3	1	2	0.8	-3
25	Cc1ccc(NC(=O)CSc2ccc3c(c2)OCCO3)c(O)c1	25	2	-4	-7	-6	0.85	24	0.75	15
26	Cc1nn(Cc2ccc(F)cc2)c(C)c1NC(=O)c1cnn2c1NC(c1ccccc1)CC2C(F)(F)F (configuration not stated)	12	-4	3	-4	-7	0.99	-2	0.88	1
27	CN(C)c1ccc(-n2cccc2/C=C/[N+](=O)[O-])cc1	19	1	1	-6	-4	0.85	61*	0.81	14
28	C=CCn1c(SCC(=O)NC(N)=O)nnc1-c1cc2c(s1)CCC(CC)C2 (configuration not stated)	-3	3	-2	-3	-1	0.95	2	1	5
29	Cc1ccc(C(=O)C(C)OC(=O)C2CCN(c3ccc(C(F)(F)F)cn3)CC2)cc1 (configuration not stated)	-10	-2	1	-4	-8	1	18	1.1	-1
30	O=C(Nc1cccc(S(=O)(=O)N2CCCC2)c1)c1ccco1	5	-3	0	0	-7	1	-12	0.95	-2
31	O=C(O)CCc1ccc(-c2cccs2)n1NC(=O)c1ccc(Cl)cc1	-1	-2	-21	-1	-4	0.87	12	1	13
32	CNCc1ccccc1Sc1ccc(OC)cc1	-9	-1	0	-2	-2	1	20	1.1	-4
33	COc1ccc(-c2ccc(CCC(=O)O)n2-c2ccc(O)cc2)cc1	5	-2	-7	-2	-4	0.94	-4	0.95	6
34	CC(=O)c1c(C)[nH]c(C(=O)CN2C(=O)NC(C)(c3ccc4c(c3)OCO4)C2=O)c1C (configuration not stated)	-2	-1	2	-3	-7	1	11	1	-2
35	Cc1ccc(CNc2ncc(-c3ccccc3)n2C)o1	-18	6	-5	2	-4	1	5	1.2	-2
36	Cc1ccc(SCCN2CCN(C)CCC2=O)cc1	2	5	0	3	2	0.96	-12	0.98	4
37	CCn1cc(CN2CCC(n3nccc3NC(=O)c3ccc4c(c3)OCO4)CC2)c(C)n1	7	-2	1	4	-2	0.99	13	0.93	1
38	COc1cc(NC(=O)c2ccc(OCc3c(C)noc3C)c(OC)c2)cc(OC)c1	-3	-1	2	1	-8	1.1	9	1	-13
39	Cc1ccc(NCc2nc3ccccc3n2CCOc2ccccc2)cc1	10	0	-10	0	-7	0.95	23	0.9	5
40	CC(C)CC(CCc1ccccc1)OS(N)(=O)=O (configuration not stated)	11	0	2	-4	-5	1	5	0.89	-4
41	COc1ccc(-n2c(-c3cnccn3)n[nH]c2=S)cc1	15	-1	1	-1	24	0.94	7	0.85	6
42	Cc1nc(-c2ccc(C(=O)Nc3ccc(F)cc3)cc2)cs1	-2	2	1	-4	-3	1	14	1	0
43	NC(=Nc1ccccc1)NC(=O)c1nc(Cl)c(N)nc1N	-11	0	-216	6	-7	1	14	1.1	-4
44	CCc1cc(=O)oc2c(CNCc3ccccc3F)c(O)c(Cl)cc12	-12	0	-118	0	-1	1	28	1.1	-1
45	CCCCN(CC)CCNC(=S)Nc1ccc2nc(N3CCN(C)CC3)cc(C)c2c1	4	4	-8	-5	1	1.2	24	0.96	-21
46	O=C(CC1S/C(=N/N=C2CCCCCC2)NC1=O)Nc1ccccc1C(F)(F)F (configuration not stated)	10	-2	1	-1	-3	0.97	15	0.9	3
47	CCCc1nn(C)c(C(=O)Nc2ccc(CC)cc2)c1Cl	4	-5	1	0	-8	1	11	0.96	-4
48	COc1ccc(NS(=O)(=O)c2ccc(NC(=O)c3ccccc3Br)cc2)nn1	-11	-2	-7	-1	-1	1.1	19	1.1	-11
49	S=c1[nH]nc(COc2ccccc2)n1/N=C/c1ccccc1Br	6	-3	3	6	-5	0.94	18	0.94	6
50	Cc1cc(C)n(-c2cc(Cl)cc(Cl)c2)c(=O)c1C#N	3	-3	1	-1	-5	0.97	5	0.97	3

Three entries drawn at random from those above:
entry	SMILES	hIAP inh	A3A deaminase	SENP1 inh	MIN6 prolif	A3G deaminase	mIAP activ	NALP3 yeast inh	hIAP activ	mIAP inh
44	CCc1cc(=O)oc2c(CNCc3ccccc3F)c(O)c(Cl)cc12	-12	0	-118	0	-1	1	28	1.1	-1
45	CCCCN(CC)CCNC(=S)Nc1ccc2nc(N3CCN(C)CC3)cc(C)c2c1	4	4	-8	-5	1	1.2	24	0.96	-21
49	S=c1[nH]nc(COc2ccccc2)n1/N=C/c1ccccc1Br	6	-3	3	6	-5	0.94	18	0.94	6

(more compounds)
entry	SMILES	hIAP inh	A3A deaminase	SENP1 inh	MIN6 prolif	A3G deaminase	mIAP activ	NALP3 yeast inh	hIAP activ	mIAP inh
51	Cn1c(=O)c2c(nc(N/N=C/c3ccncc3)n2Cc2ccccc2)n(C)c1=O	5	-4	1	-1	-8	0.94	21	0.95	6
52	O=C(OCC1OC(Oc2ccc(O)cc2)C(O)C(O)C1O)c1ccccc1 (configuration not stated)	0	0	1	0	-3	0.98	3	1	2
53	CN(C)c1ncc(S(=O)(=O)c2ccccc2)c(N)n1	-13	-4	0	-1	-8	0.97	29	1.1	3
54	CSCCC(NC(=O)c1ccccc1Br)C(=O)NC(C)CCc1ccccc1 (configuration not stated)	8	-1	1	3	-7	0.97	-3	0.92	3
55	Cc1nc(C)c(C)nc1C	-4	3	·	-2	4	0.92	11	1	8
56	COc1ccc(N(C)C(=O)c2cc3c(s2)-c2ccc(Cl)cc2S(=O)(=O)C3)c(OC)c1	-24	1	1	-2	-6	0.94	6	1.2	6
57	Cc1ccc(C(=O)N2CCN(S(=O)(=O)c3sc(C(=O)O)c(C)c3C(=O)O)CC2)s1	6	-1	2	3	-10	0.91	1	0.94	9
58	CCc1nc2ccccc2c(C(=O)Oc2ccc(C(=O)OC)cc2)c1C	13	-1	2	1	-3	0.82	11	0.87	18
